High-throughput results: PubChem BioAssay, The Scripps Research Institute Molecular Screening Center
MITF primary = inhibitors of human MITF; O75030; AlphaScreen MITF homodimerization, bead proximity signal; inhibition, % at 2.6 µM; hit rate 0.91% among 650,000; in the data active = inhibition above about 50%;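 also: 0% = vehicle wells with protein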
FBW7 activator = activators of human E3 ligase FBW7; Q969H0; AlphaScreen FBW7–phospho-cyclin E peptide binding, activator screen; normalized activity (activation), % at 26.1 µM; hit rate 0.13% among 650,000; AID 1259310; in the data active = normalized activity above about 1.9%;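 also: purified mutant Fbw7 with reduced substrate affinity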
Target sequence (Q969H0 whole entry, looked up): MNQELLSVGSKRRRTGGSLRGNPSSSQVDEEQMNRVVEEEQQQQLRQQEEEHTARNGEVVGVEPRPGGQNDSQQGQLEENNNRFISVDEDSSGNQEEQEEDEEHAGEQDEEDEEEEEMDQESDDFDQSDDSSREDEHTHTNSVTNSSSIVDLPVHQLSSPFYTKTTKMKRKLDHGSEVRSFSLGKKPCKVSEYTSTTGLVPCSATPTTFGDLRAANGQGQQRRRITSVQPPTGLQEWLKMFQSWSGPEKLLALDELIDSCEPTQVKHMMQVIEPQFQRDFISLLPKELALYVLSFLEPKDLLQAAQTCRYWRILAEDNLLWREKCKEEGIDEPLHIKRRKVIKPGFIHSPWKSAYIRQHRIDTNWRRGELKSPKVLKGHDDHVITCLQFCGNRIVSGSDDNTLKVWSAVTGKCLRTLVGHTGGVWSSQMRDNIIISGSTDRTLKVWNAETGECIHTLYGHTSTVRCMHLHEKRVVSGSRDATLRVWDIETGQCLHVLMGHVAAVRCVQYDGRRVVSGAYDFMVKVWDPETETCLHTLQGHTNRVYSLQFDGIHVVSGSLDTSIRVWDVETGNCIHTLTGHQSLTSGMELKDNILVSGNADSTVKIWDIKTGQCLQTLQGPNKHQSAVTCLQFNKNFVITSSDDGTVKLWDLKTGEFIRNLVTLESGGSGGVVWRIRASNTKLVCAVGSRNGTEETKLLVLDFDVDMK
GPR151 activ = activates the human receptor GPR151. PathHunter beta-arrestin GPR151 cells, luminescence. hit rate 1% among 650,000. Q8TDV0. activation, % at 11.2 µM; in the data active = activation above about 4.9%;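 also: 0% = median of compound wells and 100% = cells with positive control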
Target sequence (Q8TDV0 whole entry, looked up): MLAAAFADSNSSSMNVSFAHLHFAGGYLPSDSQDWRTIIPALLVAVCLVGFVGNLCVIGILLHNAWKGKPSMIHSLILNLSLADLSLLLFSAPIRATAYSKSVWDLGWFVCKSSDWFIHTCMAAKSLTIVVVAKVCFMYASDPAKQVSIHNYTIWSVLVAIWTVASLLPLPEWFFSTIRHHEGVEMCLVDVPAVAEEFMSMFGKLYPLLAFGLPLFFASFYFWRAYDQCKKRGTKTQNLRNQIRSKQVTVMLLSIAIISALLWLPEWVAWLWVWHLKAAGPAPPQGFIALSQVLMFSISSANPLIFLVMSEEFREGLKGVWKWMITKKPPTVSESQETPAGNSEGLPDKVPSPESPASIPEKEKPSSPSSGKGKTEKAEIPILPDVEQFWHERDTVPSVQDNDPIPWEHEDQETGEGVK
TEAD-YAP block = TEAD-YAP interaction inhibition; HEK-TIYL cells, TEAD-Gal4/YAP UAS-luciferase luminescence; inhibition, % at 9.12 µM; hit rate 1.4% among 640,000; in the data active = inhibition above about 32%;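 also: 0% = median of test compound wells and 100% = reference inhibitor wells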
* = called active by the depositor.

Each structure is followed by: MITF primary | FBW7 activator | GPR151 activ | TEAD-YAP block
- Cc1noc(C)c1S(=O)(=O)NCc1ccc(C)n1C
    -3 | -0.4 | 0.4 | 0
- CCOC(=O)c1c(/N=c2\oc3ccc(Cl)cc3cc2C(=O)Nc2cccc(C)c2)sc2c1CCCC2
    0 | 0.0 | 0.3 | 0
- COCCCNC(=O)c1ccc(Sc2cccc(Cl)c2)c([N+](=O)[O-])c1
    0 | 0.0 | 0.6 | 5
- Brc1ccc(NC2CCc3ccccc32)nc1 (stereo not given)
    1 | -0.2 | -0.8 | 14
- O=Cc1cc([N+](=O)[O-])ccc1N1CCCC1
    6 | -0.2 | 0.9 | 9
- CCOC(=O)C1C(=O)C=C(c2cccs2)CC1c1ccco1 (stereo not given)
    1 | -0.1 | 0.7 | 7
- COC(=O)C(CCSC)NC1CCN(c2ccc(NC(=O)C3CCCC3)cc2)CC1 (stereo not given)
    -10 | -0.1 | -0.8 | -11
- CCOC(=O)CSC1=C(C#N)C(c2ccco2)C(C(=O)Nc2ccccc2)=C(C)N1 (stereo not given)
    -3 | 1.2 | 5.0* | -8
- O=C(c1ccccc1)N1CCN(c2ccc([N+](=O)[O-])c3cnccc23)CC1
    5 | -0.1 | 4.1 | -1
- CCN1CCN(CC(=O)Nc2cc(OC)ccc2OC)C(=O)C1=O
    6 | -0.1 | 3.6 | 2

Each structure is followed by: MITF primary | FBW7 activator | GPR151 activ | TEAD-YAP block
- CCc1ccc(C2=NN(CCC(=O)NCC3CCCN3CC)C(=O)CC2)cc1 (stereo not given)
    3 | -0.2 | 0.2 | 0
- COCc1cc(C)nc2sc(C(=O)c3ccccc3)c(N)c12
    3 | 0.9 | -1.9 | 1
- COc1ccc(-c2cn3c(C)c(C(=O)Nc4c(C)cccc4C)sc3n2)cc1
    21 | 0.3 | -0.7 | -2
- O=C(CSc1ccccc1C(=O)O)Nc1nccs1
    7 | 0.2 | -1.2 | 5
- O=C(NC1CCN(Cc2ccccc2)CC1)c1cccc(Nc2ccc3ncccc3c2)n1
    15 | 0.3 | -1.2 | -4
- Cc1cc(C)nc(N2CCC(S(=O)(=O)c3ccc(-c4cccs4)cc3)CC2)n1
    -5 | 0.1 | -0.3 | -5
- C[C@@H]1CN(Cc2ccc3c(c2)CN(Cc2ccc(OCCO)cc2)CCO3)C[C@H](C)O1
    7 | -0.1 | -1.9 | 6
- CC1=NN(c2ccc(Br)cc2)C(=O)/C1=C\c1ccc(-c2ccc(Cl)c(C(=O)O)c2)o1
    1 | -0.2 | 0.1 | -9
- CN(C)c1ccc(C(=O)OCc2ccccc2C#N)cc1
    -2 | 0.0 | 1.3 | -29
- CCOc1ccccc1NC(=O)C(CC)Sc1nc2cc(OC)c(OC)cc2c(=O)n1Cc1ccc(Cl)cc1 (stereo not given)
    -14 | -0.1 | 0.9 | -14

In the list so far, 3 have a furan ring, fused or not.
Each structure is followed by: MITF primary | FBW7 activator | GPR151 activ | TEAD-YAP block
- CCOC(=O)C1C(=O)C=C(c2cccs2)CC1c1ccco1 (stereo not given)
    1 | -0.1 | 0.7 | 7
- CCOC(=O)CSC1=C(C#N)C(c2ccco2)C(C(=O)Nc2ccccc2)=C(C)N1 (stereo not given)
    -3 | 1.2 | 5.0* | -8
- CC1=NN(c2ccc(Br)cc2)C(=O)/C1=C\c1ccc(-c2ccc(Cl)c(C(=O)O)c2)o1
    1 | -0.2 | 0.1 | -9

Later entries
Each structure is followed by: MITF primary | FBW7 activator | GPR151 activ | TEAD-YAP block
- COc1cc(/C=N/NC(=O)CSCc2ccccc2Cl)ccc1O
    -5 | 0.0 | 1.7 | 8
- CCOc1ccc(CCNS(=O)(=O)c2cc(-c3nnc(N4CCCCC4)c4ccccc34)ccc2C)cc1OCC
    0 | 0.0 | 0.0 | -7
- Cc1ccc2nc(C3CCN(C(=O)Nc4ccccc4)CC3)[nH]c2c1
    4 | -0.1 | -0.4 | -14
- CC(=O)N(C)c1nc(-c2ccccc2)ccc1C(=O)NCc1ccc2c(c1)CCO2
    8 | -0.4 | 1.6 | 6
- CCOC(=O)c1sc(NC(=O)C(C)Sc2nnc(CNC(=O)c3cccc(C)c3)n2Cc2ccccc2)c(C(=O)OCC)c1C (stereo not given)
    10 | -0.1 | -0.6 | 0
- CCOc1ccccc1CN1CCN(Cc2ccccc2C)CC1CCO (stereo not given)
    8 | 0.0 | 2.8 | -5
- CCOc1ccccc1C(=O)Nc1nc2ccc(S(=O)(=O)N3CCCC3)cc2s1
    27 | 0.0 | -1.5 | -3
- Cc1cc(=O)[nH]c(-n2nc(-c3ccco3)cc2NC(=O)C(C)C)n1
    -6 | 0.1 | 0.4 | -7
- O=C([C@H](O)COc1ccc(Br)cc1)N1CCC(Nc2ccc3[nH]ncc3c2)CC1
    5 | -0.3 | 1.0 | 0
- Cc1cccc(/C=N\Nc2nncc(-c3ccccc3)n2)n1
    11 | -0.5 | -0.8 | 2

Each structure is followed by: MITF primary | FBW7 activator | GPR151 activ | TEAD-YAP block
- CN(C)CCNC(=O)c1cccc(-n2ncc3cc(Nc4ccccc4F)ccc32)c1
    17 | -0.1 | 0.4 | -7
- Cc1ccc(CS/C(Nc2ccccc2C)=C(\C#N)C(=O)NCc2ccco2)c(C)c1
    0 | -0.1 | -2.0 | 3
- CS(=O)(=O)N(CC(=O)N1CCN(Cc2ccccc2)CC1)Cc1ccccc1
    12 | -0.1 | 0.4 | 4
- Cc1ccc2cc3c(N)c(C(=O)Nc4ccccc4[N+](=O)[O-])sc3nc2c1
    -4 | 0.7 | -0.3 | 8
- Cc1cc([N+](=O)[O-])cc2c1NC(=O)C2(c1c(C)n(C)n(-c2ccccc2)c1=O)c1c(C)n(C)n(-c2ccccc2)c1=O
    8 | 0.3 | 1.0 | 5
- Cc1ccc(C2C3=C(CC(c4ccco4)CC3=O)Nc3ccccc3N2C(=O)c2ccccc2)cc1 (stereo not given)
    13 | -0.1 | 0.2 | 17
- O=C1NC(=O)N(c2ccc(O)cc2)C(=O)/C1=C/c1ccc(O)c(Br)c1
    -2 | -0.1 | 0.6 | -6
- CCS(=O)(=O)N1CCN(C(=O)c2ccncc2)CC1
    41 | 0.1 | -1.1 | 9
- Cc1ccc(NC(=O)CN(c2cccc(Cl)c2)S(C)(=O)=O)cc1C
    -5 | -0.1 | 0.4 | 12
- COCCN(Cc1cc2cc(C)ccc2n2nnnc12)C(=S)NC1CCCCC1
    11 | 0.0 | 0.9 | 2

SMILES	MITF primary	FBW7 activator	GPR151 activ	TEAD-YAP block
CCSc1ccccc1C(=O)NCC1(c2ccc(OC)cc2)CCCC1	6	0.2	3.2	-8
COc1ccc(C(=O)/C=C(\C)Nc2ccc(C(=O)O)cc2)cc1	-16	-0.1	0.4	2
COC(=O)CSc1nnc(CNC(=O)c2ccco2)n1C	1	0.0	0.3	-5
Nc1nc(SCC(=O)Nc2cccc(Cl)c2)n[nH]1	1	-0.1	1.2	16
O=C(CCC1(Cc2ccc(Cl)cc2)CCC(=O)N1)NCc1ccon1 (stereo not given)	3	0.0	-0.1	-5
CCCCn1nnc(NC(=O)c2ccc(-c3cccc([N+](=O)[O-])c3)o2)n1	-10	0.1	0.4	-7
COc1ccc(-n2c3c(cc(C(=O)NCc4ccc5c(c4)OCO5)c2=O)C(=O)CC(C)(C)C3)cc1	-3	0.0	0.1	-18
COc1ccc(C(=O)Nc2ccc(Cl)c(-c3nc4cc(C)c(C)cc4o3)c2)cc1	14	0.0	1.0	0

SMILES	MITF primary	FBW7 activator	GPR151 activ	TEAD-YAP block
CC(=O)OCc1c(C)cc(C)c(/C=C(/C#N)C(N)=O)c1C	-6	-0.1	-0.6	-7
COC(=O)CCC(=O)Nc1cccc([N+](=O)[O-])c1	-4	0.5	-1.0	-10
CCS(=O)(=O)c1c(S(=O)(=O)CC)c2c3ccccc3ccn2c1C(=O)c1ccc([N+](=O)[O-])cc1	14	0.1	-0.6	14
O=S(=O)(c1ccc(Br)cc1)N1CCn2c(nc3ccccc32)C1	2	0.1	-0.9	6
Cn1nc(C(=O)Nc2ccccc2C#N)c2c1-c1ccccc1SC2	11	0.1	0.6	1
O=C1CCCN1CCn1cnc2c(NCc3cccc(C(F)(F)F)c3)nc(N3CCN(c4ccccn4)CC3)nc21	6	0.4	2.8	-3
CCCn1c(CCNC(=O)C(C)(C)C)nc2ccccc21	0	-0.1	-0.7	-2
COc1ccc(CCNC(=O)c2ccc3nc(Nc4ccnn4C)sc3c2)cc1	9	0.0	-1.0	-3

SMILES	MITF primary	FBW7 activator	GPR151 activ	TEAD-YAP block
COc1cccc(C2=NN(C(C)=O)C(c3ccccc3)C2)c1 (stereo not given)	0	-0.1	-0.3	-12
CC(=O)O[C@H]1CC[C@]2(C)C3CC[C@@]4(C)C(CC5O[C@@]6(CCC(C)CO6)[C@@H](C)C54)C3CC[C@@H]2C1 (stereo not given in full)	11	0.3	-1.4	2
CC1CCN(CCNC(=O)C2(S(=O)(=O)c3ccc(Cl)cc3)CC2)CC1	-3	0.1	-1.5	11
C1CCC2(C1)OCC(CNCCNCC1COC3(CCCC3)O1)O2 (stereo not given)	-10	0.0	2.4	5
O=C(CN1CCN(c2ccc(F)cc2)CC1)Nc1ccccc1F	-7	0.1	1.8	2
CCOc1ccc(C=C2c3cc(C(C)=O)ccc3-c3ccc(C(C)=O)cc32)cc1	-2	-0.1	-0.6	3
CC(C(=O)O)N1C(=O)/C(=C/C=C/c2ccccc2)SC1=S (stereo not given)	1	-0.1	7.4*	-7
O=C1NC2(CCCCC2)NC2=C1CCCC2	0	-0.1	-0.1	8

SMILES	MITF primary	FBW7 activator	GPR151 activ	TEAD-YAP block
CC(C)(C)c1ccc(Oc2c(C(F)(F)F)oc3cc(OCC(=O)O)ccc3c2=O)cc1	6	0.2	-1.4	20
FC(F)(F)COc1nc(Nc2ccc(OC(F)(F)F)cc2)nc(N2CCCCC2)n1	7	0.1	-1.4	0
OCCN1CCN(Cc2ccc3c(c2)CN(Cc2ccc4ccccc4c2)CCO3)CC1	19	0.0	0.0	-4
O=C(COC(=O)CNC(=O)c1ccc2c(c1)OCO2)Nc1ncccn1	21	-0.1	-0.3	-1
O=C(CN1CC(=O)Oc2ccccc21)OCC(=O)c1ccccc1	-8	-0.1	-0.1	-17
CCN(CC)CCn1c2c(c(SCC(=O)Nc3ccc(F)cc3)nc1=O)CCCC2	19	0.3	-1.9	-11
CCN(c1ccccc1C)S(=O)(=O)c1ccccc1	15	-0.1	3.1	7
CCC(=O)Nc1cccc(C(=O)OCC(=O)c2ccccc2Cl)c1	5	0.1	3.2	-36

SMILES	MITF primary	FBW7 activator	GPR151 activ	TEAD-YAP block
CCCCn1c(=O)[nH]c(=O)c2c1nc(COC(=O)c1ccc(F)cc1F)n2CCC	6	-0.2	0.2	-1
CNC(=S)N1N=C(c2ccc(C)cc2)CC1c1ccc(N(C)C)cc1 (stereo not given)	27	-0.8	0.3	3
COc1ccc([N+](=O)[O-])cc1NC(=O)C(C)(C)Oc1ccc(Cl)cc1	9	0.2	0.8	-7
COc1ccc(-c2nnc(SCC(=O)N3CCCC3=O)n2C(C)C)cc1	4	0.1	-1.7	-3
O=C(Cc1ccccc1F)N1CCc2nncn2CC1	6	0.0	-1.0	-1
O=C(C1CCN(C2CCN(Cc3cccc(OCCO)c3)CC2)CC1)N1CCCC1	14	0.2	0.7	-3
Cc1cn2cc(CNC(=O)c3ccc(CN(C)Cc4ccsc4)[nH]c3=O)nc2s1	-1	0.0	0.2	-1
COC(=O)c1c(C)oc2ccc(OCC#N)cc12	11	0.2	-1.5	1

SMILES	MITF primary	FBW7 activator	GPR151 activ	TEAD-YAP block
COc1ccc(-c2csc(=Nc3ccccc3)n2CCCO)cc1OC	11	-0.3	-0.6	5
O=C(Cn1nnc(-c2ccccc2Cl)n1)Nc1ccc(Br)cc1	1	-0.2	-0.1	2
c1ccc(OCCOc2cccc3cccnc23)cc1	-4	1.3	-1.1	-63
Cc1ccc(NC(=O)CC2Sc3ccccc3NC2=O)cc1 (stereo not given)	-14	0.2	1.7	-11
CC(=O)c1ccc(N2CCN(c3ccc(C(F)(F)F)cn3)CC2)cc1	-4	0.7	-0.7	-8
CCOC(=O)c1cnc2c(Cl)c(Cl)ccc2c1NCCN1CCOCC1	13	0.1	0.5	3
CCOc1ccc(CN(C)CC(=O)NC2(C#N)CCCC2)cc1	21	0.0	1.1	-1
Cc1c(Cl)cccc1NC(=S)N(CCCN1CCOCC1)Cc1cccs1	4	0.6	-1.1	-2

SMILES	MITF primary	FBW7 activator	GPR151 activ	TEAD-YAP block
Cc1ccc2oc(-c3cc(NC(=O)c4cccc5c(Br)cccc45)ccc3Cl)nc2c1	8	0.1	0.6	-1
C/C(=N\NC(=O)CSc1nc2ccccc2[nH]1)c1ccc(O)cc1	7	-0.2	4.6	-15
NC(=O)c1c(NS(=O)(=O)c2ccc(F)cc2)sc2c1CCCCCC2	4	-0.1	0.0	0
CSc1nnc(-c2cnccn2)n1CCCN1CCCC1=O	0	-0.1	0.6	-1
O=C(NC12CC3CC(CC(C3)C1)C2)c1nn2c(C(F)(F)F)cc(-c3ccccc3)nc2c1Cl	8	0.1	0.8	-4
CC(=O)Nc1ccc(S(=O)(=O)Nc2cccc(NC(=O)c3cc(F)c(F)cc3Cl)c2)cc1	-17	0.1	-0.1	-10
Cc1ccc(NS(=O)(=O)c2ccc(NC=O)cc2)cc1	14	0.3	-1.6	11
Cc1nnc(SCC(=O)NC23CC4CC(CC(C4)C2)C3)n(N)c1=O	-20	-0.1	-0.4	-3

SMILES	MITF primary	FBW7 activator	GPR151 activ	TEAD-YAP block
COc1cccc(C(=O)Nc2c3c(nn2-c2ccccc2)CSC3)c1OC	7	-0.1	0.0	0
CC(=O)NCC(=O)NC1(C(=O)NC2CCCCC2)CCCCC1	2	0.1	0.8	3
O=C(c1ccc(N2C(=O)C3CCCCC3C2=O)cc1)N1CCCCC1 (stereo not given)	11	0.1	-1.1	1
COc1ccc2c(c1)cc(C)c1nn(CC(=O)N(C(C)C)C(C)C)c(=O)n12	11	0.2	0.5	-2
